GC-B act – GC-B (human) receptor activation; P20594; HEK293-GC-B cells, CNP EC30, cGMP TR-FRET; 0% at EC30 CNP, 100% saturating CNP; activation, % at 10 µM; 0.11% of 370,000 active; AID 1920062;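 active means activation at 10 µM reaching about 35% in either raw or pattern-adjusted values, limit read from the data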
DAX1 inh-1 – DAX1 (NR0B1) inhibition, primary screen | inhibition, % at 6.8 µM | AID 652010 | HEK293T StAR-luciferase reporter, SF-1/DAX-1 repression relief | 1.1% of 370,000 active;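 active means inhibition above the mean over all tested compounds plus 3 SD, cut at about 3.6% in these data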;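 further: 0% = DAX-1 cells with DMSO and 100% = cells lacking DAX-1 with DMSO; higher inhibition means more luminescence from relief of DAX-1 repression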
ssDAF-12 act – activates DAF-12 receptor from parasite S. stercoralis; HEK293 ssDAF-12/GRIP1 lit1-tk-luc reporter, luminescence; % of 3 µM dafachronic acid response; activation, % at 6.8 µM; 1% of 370,000 active; AID 652126;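 active means activation above the mean over all tested compounds plus 3 SD, cut at about 0.9% in these data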;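 further: 0% = DMSO-only wells and 100% = 3 µM delta7-dafachronic acid wells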
GC-A act – GC-A (human) enzyme activation. P16066. HEK293 GC-A cells, cGMP TR-FRET, EC30 ANP; 0% at EC30 ANP, 100% saturating ANP. activation, % at 10 µM. 0.14% of 370,000 active. AID 1671463; in the data active means activation above about 40%
DAX1 inh-2 – NR0B1 (DAX1) inhibition; P51843; AID 504766; inhibition, % at 6.75 µM; 0.99% of 340,000 active; HEK293 Gal4-DAX1 luciferase reporter, luminescence;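 active means inhibition above the mean over all tested compounds plus 3 SD, cut at about 4.2% in these data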;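 further: 0% = DAX1-transfected cells with DMSO and 100% = empty-vector control cells with DMSO; inhibition shows as a rise in luminescence from relieved DAX1 repression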
Target sequence (P51843 207-470 limits assumed): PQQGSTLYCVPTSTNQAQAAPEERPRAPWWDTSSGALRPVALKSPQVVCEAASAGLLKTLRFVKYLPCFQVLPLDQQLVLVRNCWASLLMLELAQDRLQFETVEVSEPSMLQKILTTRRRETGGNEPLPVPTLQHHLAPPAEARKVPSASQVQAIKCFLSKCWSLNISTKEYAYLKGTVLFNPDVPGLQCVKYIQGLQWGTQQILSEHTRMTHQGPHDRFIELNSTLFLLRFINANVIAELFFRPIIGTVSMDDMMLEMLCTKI
hgDAF12 agonist – hgDAF-12 agonism, primary luciferase screen | HEK293 GAL4-hgDAF12 UAS-luciferase reporter, agonist luminescence; normalized to butyrate control | activation, % at 6.8 µM | 1.8% of 370,000 active | AID 687014;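 active means activation above a cutoff set at the mean of all screened compounds plus 3 SD, cut at about 10% in these data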;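 further: 0% = DMSO wells and 100% = sodium butyrate wells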
GAA850 FXN act – increases GAA850 frataxin promoter reporter activity | 0.56% of 360,000 active | activation, % at 6 µM | HEK293 lucGAA850 FXN promoter luciferase reporter, 24 h; percent of 10 µM SAHA response;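 active means activation above the average of all compounds screened plus 3 SD, cutoff fixed separately per campaign, cut at about 7.5% in these data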;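 further: 0% = DMSO wells and 100% = 10 µM SAHA wells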
KLK7 zymogen act – activates the human kallikrein-7 zymogen. AID 652039. activation, % at 7 µM. purified proKLK7, EDANS-DABCYL substrate fluorescence; 100% is mature enzyme control, 0% vehicle. 0.9% of 370,000 active. P49862;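 active means activation above the mean of all tested compounds plus 3 SD, computed per campaign excluding outliers beyond control limits, cut at about 13% in these data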
Target sequence (P49862 whole entry, looked up): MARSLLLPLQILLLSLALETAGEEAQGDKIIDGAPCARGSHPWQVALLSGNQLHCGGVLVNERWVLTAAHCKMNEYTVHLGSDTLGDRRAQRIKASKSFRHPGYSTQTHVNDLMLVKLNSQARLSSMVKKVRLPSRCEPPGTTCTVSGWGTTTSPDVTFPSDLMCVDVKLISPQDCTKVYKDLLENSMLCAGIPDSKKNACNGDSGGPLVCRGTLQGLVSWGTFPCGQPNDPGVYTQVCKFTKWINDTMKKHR
hcDAF-12 act – activates DAF-12 receptor from parasite H. contortus. HEK293 hcDAF-12 lit1-tk-luc reporter, luminescence; 0% DMSO, 100% Δ7-dafachronic acid. 1.4% of 370,000 active. activation, % at 6.8 µM;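 active means activation above the mean of all tested compounds plus 3 SD, cut at about 5.5% in these data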;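 further: 100% = response to 3 µM Δ7-dafachronic acid high control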
HGIII-sPLA2 inh – Inhibits HGIII-sPLA2 liposome hydrolysis, primary screen. QFRET BODIPY PC-A2 liposome hydrolysis, fluorescence. inhibition, % at 12.2 µM. 0.56% of 370,000 active;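 active means inhibition above mean plus 3 SD of compounds lying within the high and low control bounds, cut at about 19% in these data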;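 further: 0% = median of test compound wells and 100% = no enzyme DMSO wells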
Target sequence (Q9NZ20 whole entry, looked up): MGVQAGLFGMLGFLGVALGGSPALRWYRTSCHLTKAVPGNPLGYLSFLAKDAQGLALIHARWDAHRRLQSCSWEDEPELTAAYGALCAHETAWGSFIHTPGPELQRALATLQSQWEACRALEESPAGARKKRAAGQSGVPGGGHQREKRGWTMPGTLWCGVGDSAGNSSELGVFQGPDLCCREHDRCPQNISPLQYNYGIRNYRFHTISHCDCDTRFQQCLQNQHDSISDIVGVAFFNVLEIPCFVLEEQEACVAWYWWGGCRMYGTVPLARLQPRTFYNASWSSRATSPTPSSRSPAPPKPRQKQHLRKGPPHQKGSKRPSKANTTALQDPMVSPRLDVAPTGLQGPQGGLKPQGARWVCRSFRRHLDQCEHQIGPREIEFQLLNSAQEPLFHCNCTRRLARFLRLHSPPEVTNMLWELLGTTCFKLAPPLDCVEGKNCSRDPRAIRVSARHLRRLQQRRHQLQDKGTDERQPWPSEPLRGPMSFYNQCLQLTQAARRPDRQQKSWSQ
SMARCA2 activ – SMARCA2 function activation, primary screen; 1% of 370,000 active; AID 652017; activation, % at 9.1 µM; MG213 cells, MMTV-luciferase reporter, dexamethasone, overnight; in the data active means activation above about 7.8%;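 further: 0% = vehicle wells and 100% = reference activator wells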
Active calls of the source: *; . = not tested or not shown. Compounds were not picked by outcome. Share with any hit: about 6.7%.

SMILES	GC-B act	DAX1 inh-1	ssDAF-12 act	GC-A act	DAX1 inh-2	hgDAF12 agonist	GAA850 FXN act	KLK7 zymogen act	hcDAF-12 act	HGIII-sPLA2 inh	SMARCA2 activ
O=C(COc1ccc(Cl)cc1Cl)NC(=S)N1CCCc2ccccc21	.	0.4	-0.9	.	-0.2	1.5	-1.9	-0.8	4.0	17	1
Cc1ccsc1CN(C)C(=O)c1ccc(Oc2ccccc2)cc1	2	0.1	0.0	-2	0.8	0.8	1.2	0.5	0.6	-5	-1
CNc1ccc(/C=C/C(=O)c2cccc3ccccc23)cc1[N+](=O)[O-]	1	0.5	-0.4	3	0.1	-1.1	2.9	0.0	0.0	4	-4
Cc1ccc(NC(=O)Cc2cc(C(=O)O)c3ccccc3n2)c(C)c1	-16	-0.4	-0.6	-5	-0.7	-7.5	-3.1	-0.2	-0.6	-4	-4
O=C(O)C1CCN(c2nc(-c3ccccc3)nc3c2oc2ccccc23)CC1	-7	-0.4	0.6	6	0.9	3.0	-0.6	-0.9	2.7	-4	0
Cc1ccc(S(=O)(=O)N2CCN(C(=O)c3c(-c4ccccc4)noc3C)CC2)cc1	2	-0.1	-1.0	-1	-1.2	1.3	3.8	-0.2	0.3	-5	0
COc1ccccc1NC(=O)CSc1nnnn1C	-3	0.4	-1.2	-2	-0.3	0.6	1.4	-0.3	-0.6	4	0
COc1cccc(NC(=O)CN(C)C(=O)c2cc(C)on2)c1	5	0.6	-0.7	3	-0.9	3.4	0.9	-0.8	0.1	7	-1
C=CCn1c(=O)n(CCOC)c(=O)c2sc3ccccc3c21	2	-0.1	0.1	0	-1.1	2.8	1.7	2.6	1.1	8	-1
C=CCOc1cccn2c(N(C)C(=O)c3ccc(OC)cc3)c(CC)nc12	0	-1.0	-1.4	-1	.	5.1	-0.2	-0.1	-1.3	6	-6
Cc1ccnc(NS(=O)(=O)c2ccc(NC(=O)C34CC5CC(CC(C5)C3)C4)cc2)n1	7	1.2	-1.0	1	-0.7	2.3	0.3	-0.5	-2.3	-19	1
CCOC(=O)c1c(NC(=O)CSc2nc3ccccc3o2)sc(C(C)=O)c1C	-5	0.7	0.2	3	-0.5	3.4	4.1	-0.5	4.6	-16	3
COC(=O)C1CC(O)CN1C(=O)Nc1cccc(C(F)(F)F)c1 (configuration not stated)	-2	-0.1	-1.8	5	-0.2	-0.2	1.8	-0.2	0.1	8	-2
Cc1cccc(NC(=O)c2nc[nH]c2C(=O)NCCCCCNC(=O)OC(C)(C)C)c1	-4	-0.1	-1.0	-4	0.2	1.3	-3.5	0.3	-0.8	-4	1
O=C(COC(=O)c1ccc(Cl)nc1)Nc1c(Cl)cccc1C(F)(F)F	-9	0.7	-0.6	0	-0.8	-0.9	2.0	-0.6	0.5	-2	-2
N#CC1=C(SCC(=O)c2ccc(Br)cc2)NC2=C(C(=O)CCC2)C1c1ccco1 (configuration not stated)	14	-1.0	-1.4	23	-3.7	1.1	-2.3	1.0	-1.9	-12	-3
O=C(Nc1cccc(-c2nnc(-c3ccccc3)o2)c1)C1CCCO1 (configuration not stated)	-2	0.9	-0.6	0	-0.8	1.4	2.3	-0.1	-2.4	1	-2
CN1CCC(=NNC(=O)c2cc(-c3ccc(Cl)cc3)n[nH]2)CC1	2	1.3	-1.7	-3	1.3	7.5	1.3	0.1	-1.3	3	-1
CCCCn1cnc2c(cnn2-c2ccc(Cl)cc2)c1=O	-10	0.4	-1.3	6	0.0	0.4	-0.5	0.2	-0.9	1	1
CCn1c(SC)nnc1-c1ccc(S(=O)(=O)N2CCCCC2)cc1	2	-0.6	-1.6	-4	0.2	3.7	-1.3	1.0	-1.6	10	-4
Nc1c(N(Cc2ccco2)C(=O)COc2ccccc2F)c(=O)[nH]c(=O)n1Cc1ccccc1	-4	-0.6	-0.7	0	0.7	1.6	-0.8	0.0	1.4	-1	-2
CCCCN1C(=O)C(CC(=O)NC2CCCCC2)CC(C(=O)N2CCOCC2)=C1C (configuration not stated)	5	1.9	-1.1	0	.	3.6	.	0.5	2.4	3	-4
COc1cc2c(cc1OC)CN(C(=O)c1ccc(S(=O)(=O)N3CCCCC3)cc1)CC2	6	-0.3	-1.6	-4	-0.3	-1.1	0.9	0.1	-1.5	0	-3
COc1ccc(CN(C)C(C)C(=O)Nc2ccc(S(=O)(=O)N3CCOCC3)cc2)c(OC)c1 (configuration not stated)	5	-0.3	-1.8	-1	-0.5	-1.1	1.6	0.1	-1.7	3	-1
O=C(Cc1ccc2cccnc2c1)c1ccc(O)cc1O	-2	1.9	-0.4	1	-0.4	11*	5.6	-0.9	2.8	-54	5
CCN(CC)CC(O)CCCCCCCCC(=O)OC (configuration not stated)	-4	0.0	-1.6	0	.	0.6	-0.7	0.7	-1.4	-1	2
COc1cc2ccccc2cc1C(=O)O	-4	0.7	-0.7	2	0.2	0.6	-0.3	0.5	-1.2	-3	-1
C/C=C(/C(=C/C)c1ccc(O)cc1)c1ccc(O)cc1	6	0.1	-1.3	3	-1.0	-2.3	0.0	-0.1	-1.9	-24	-1
Cc1cc(C)c2nc(C(F)(F)F)c(C#N)c(N)c2c1	7	-1.1	-0.7	11	0.6	0.8	-2.4	-0.5	-1.8	8	-2
CCSc1nnc(NC(=O)CSc2nnc(CNC(=O)c3ccccc3F)o2)s1	5	-0.6	-1.3	2	-1.2	-1.7	2.1	0.0	-1.1	3	-3
COc1ccc(-n2c(C)nc3cc(C(=O)NCc4ccc5c(c4)OCO5)ccc32)cc1	-1	0.5	-1.1	-2	0.5	-3.3	1.0	0.9	0.2	-3	-6
Cc1ccc(-c2noc(CCC(=O)NC3CCN(Cc4ccccc4)CC3)n2)cc1	3	-1.5	-1.6	-4	-1.1	-1.0	-0.3	0.4	-0.3	-11	-2
CCOC(=O)C1=CCN(S(=O)(=O)c2ccc(C)cc2)C1c1cccc(Cl)c1 (configuration not stated)	-1	-1.0	-0.5	-5	.	-3.3	.	-1.1	-2.0	2	-6
CCN(CC)C(=O)CSc1nnc(-c2ccccc2)o1	-2	2.2	-1.0	1	0.8	18*	6.0	0.4	2.4	2	4
COc1ccccc1NC(=O)CCc1nnc2ccc(N3CCN(C)CC3)nn12	-7	-0.4	-1.0	1	0.1	1.0	-1.5	-0.3	-1.6	5	-1
CCOC(=O)N1CCN(C(=O)COc2cccc3c2CCN(Cc2ccccc2F)C3=O)CC1	2	0.0	-1.7	7	-1.5	-5.4	1.3	0.1	-0.6	1	-5
N#CC(C(=O)OCc1ccccc1)c1nc2ccccc2nc1N1CCOCC1 (configuration not stated)	3	-0.6	-1.4	2	-0.8	-1.7	4.0	1.6	-2.3	-13	-3
CCC(=O)N(Cc1cc2cc(OC)ccc2[nH]c1=O)c1ccc(C)cc1C	-25	-0.1	-1.4	-25	-0.6	-1.0	-1.8	7.0	1.8	0	0
CCCCn1nnnc1C(c1ccccc1)N1CCN(c2ccccc2OC)CC1 (configuration not stated)	0	-1.1	-1.6	-5	.	-0.3	.	-0.2	-1.3	7	-1
CCOC(=O)c1sc(NC(C)=O)cc1C	-4	0.1	-1.0	14	-0.5	2.4	-2.6	0.4	-0.4	4	-3
COc1ccc(NC(=O)CN(C)CC(=O)Nc2ccccc2SC)cc1Cl	-4	-0.6	-1.4	-2	-1.1	-3.0	4.3	0.3	-3.3	-7	-1
COc1ccc(C(=O)N(Cc2ccccc2)Cc2cc3cc4c(cc3[nH]c2=O)OCCO4)cc1	-4	-0.6	-1.2	1	-0.6	-1.2	-3.4	0.6	-0.2	-5	1
Cc1ccc(NC(=O)COC(=O)C2C3CC4OC(=O)C2C4C3)cc1 (configuration not stated)	4	0.4	-0.8	1	0.8	-0.2	-0.5	0.1	2.1	-4	1
COc1ccc2c(c1)cc(C(=O)N[C@H](C(=O)N1CCC(C(=O)O)CC1)C(C)C)n2C	0	0.6	-0.9	0	-0.8	-1.6	0.5	3.3	-1.8	5	-1
Cc1ccccc1Nc1nc(N)nc(CSc2n[nH]c(N)n2)n1	4	1.1	-0.3	0	-0.6	0.7	2.0	-0.4	-0.9	-1	-1
COc1ccc(/C=N/n2cnnc2)cc1Cn1nc(C)c([N+](=O)[O-])c1C	-2	0.5	-2.1	-2	-0.2	-3.8	1.7	-0.2	3.3	-4	1
Cc1nc2ccccc2c(=O)n1NC(=O)C1CCCCC1	-2	0.5	-0.5	-1	0.8	1.7	1.8	0.0	0.6	0	-1
Cc1ccc(C(=O)NCC(=O)N2CCC3(CC2)NCCc2[nH]cnc23)cc1C	-4	1.5	-1.5	-1	0.1	0.1	-0.1	0.3	-1.9	-4	1
COCc1cc(=O)[nH]c(Nc2nc(C)c3ccccc3n2)n1	-2	-0.8	-1.4	10	3.2	-3.4	1.1	-0.1	-1.2	1	-4
Cc1noc(C)c1NC(=O)N(C)C[C@H]1OCc2cnnn2CCCC(=O)N([C@H](C)CO)C[C@@H]1C	-4	1.1	1.3*	2	1.1	1.4	0.2	-1.2	3.2	3	-4
CC1=CC2=NC(=O)/C(=C\c3cccn3CCOc3ccc(C)c(C)c3)C(=N)N2O1	-1	0.0	-0.7	-5	-1.7	0.7	-3.2	-0.1	-0.4	-14	-4
Cc1ccc(-c2nnn(CC(=O)N(Cc3ccco3)C(C(=O)NC3CCCC3)c3cccs3)n2)o1 (configuration not stated)	3	-0.3	-0.9	-5	0.4	-3.0	0.5	0.2	-2.8	-4	-3
CC1CCCCN1CCCNC(=O)c1cc(Br)c(Br)[nH]1 (configuration not stated)	0	-0.5	-0.8	2	-0.3	-1.5	-0.4	0.2	0.8	4	-1
COc1ccc(Cn2cc(CN3CC=CS3(=O)=O)nn2)cc1	4	0.4	-1.3	1	.	4.2	.	0.2	-0.7	7	-1
COc1ccc(C(C)=O)cc1Cn1c(C)c(C(=O)NCc2ccc(C(C)C)cc2)sc1=O	6	-1.4	-1.2	3	.	0.8	-0.8	0.5	-2.2	-9	-2
Cc1nc(-[n+]2nc(-c3ccncc3)nn2-c2ccccc2)sc1C	2	-3.1	-1.2	-3	.	-3.2	.	-0.6	-3.0	5	-2
CCc1ccc(NC(=O)CCCN2C(=O)C3CC=CCC3C2=O)cc1 (configuration not stated)	-3	1.7	-0.7	3	0.6	4.3	0.7	-0.5	0.1	-8	0
CC(C)CCNC(=O)C1CCN(C(=O)N(C)C)CC1	2	0.4	-1.3	6	0.4	-4.0	0.4	0.0	-0.9	3	0
C/C(=N\OCc1nc2ccccc2c(=O)n1/N=C/c1cc([N+](=O)[O-])ccc1O)c1ccccc1	3	-0.8	-1.4	-3	0.1	-1.1	-0.8	0.2	-1.5	-8	-3
Cc1ccc(NC2=C(Cl)C(=O)OC2OC(=O)c2ccco2)cc1 (configuration not stated)	6	-0.3	-0.8	-1	-0.8	-2.5	0.2	0.1	-2.3	-23	3
Cn1nnnc1SCC(=O)C(C)(C)C	3	0.1	-1.0	-2	3.7	-3.4	-0.1	-0.6	-1.0	7	-3

High-throughput results (PubChem)
